Tb MetRS inh = T. brucei MetRS inhibitors, primary screen, biochemical, luminescence; methionyl-tRNA synthetase (Trypanosoma brucei brucei); purified T. brucei MetRS, ATP depletion, Kinase-Glo luminescence; inhibition, % at 11.9 µM; 360,000 compounds, 0.4% hits; AID 624268, 2012;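 active means inhibition above a per-plate cutoff of the control wells' mean inhibition plus 3 SD, cut at about 5.5% in these data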;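 further: 0% = DMSO wells median and 100% = median of wells with control inhibitor compound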
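Assay system: T. brucei methionyl-tRNA synthetase, purified | Medium: HEPES buffer with MgCl2, KCl, DTT, spermine, BSA, pyrophosphatase | Compound: 11.9 µM single point | Incubation: 15 min enzyme-compound preincubation, 2 h reaction, 10 min detection, 25 °C | Measured by: Kinase-Glo luciferase luminescence reporting remaining unconsumed ATP | Measure: % inhibition normalized to control-well medians | Replication: Singlicate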
CSN deneddyl inh = inhibitors of CSN-mediated cullin deneddylation, primary screen, biochemical, fluorescence polarization, uHTS. COP9 signalosome complex subunit 5 (Homo sapiens), Q92905. Purified CSN, SCF-Nedd8-OG deneddylation. inhibition, % at 12.5 µM. 360,000 compounds, 0.38% hits. AID 651999, 2013;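 active means pattern-corrected inhibition above about 35%, with an unprinted fluorescence ratio check between 0.5 and 1.5, limit read from the data, passing the limit was not always enough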;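 further: 0% = enzyme with substrate and 100% = substrate without enzyme; some results filed as inactive read as strong as hits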
Target sequence (Q92905 whole entry, looked up, one chain of several): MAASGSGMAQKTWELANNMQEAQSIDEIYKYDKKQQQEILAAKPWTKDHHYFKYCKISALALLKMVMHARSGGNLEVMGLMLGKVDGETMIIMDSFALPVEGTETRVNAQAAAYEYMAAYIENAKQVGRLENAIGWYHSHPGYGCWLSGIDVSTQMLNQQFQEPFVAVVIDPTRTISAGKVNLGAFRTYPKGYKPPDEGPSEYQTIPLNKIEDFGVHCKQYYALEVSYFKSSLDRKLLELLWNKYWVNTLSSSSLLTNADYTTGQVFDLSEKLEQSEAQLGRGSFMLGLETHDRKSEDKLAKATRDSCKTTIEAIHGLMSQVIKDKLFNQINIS
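Material: purified human Csn5 enzyme expressed in HEK293T cells / Medium: Tris buffer pH 7.5, NaCl, DTT, Tween-20, trehalose, ovalbumin / Compound dosing: 12.5 µM single point / Schedule: 90 min incubation of compound, enzyme and substrate at room temperature / Signal: fluorescence polarization of the substrate / Control set: no-enzyme wells high, enzyme-with-substrate wells low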
STEP inh = STEP phosphatase inhibitors, primary screen, biochemical, fluorescence intensity, uHTS. Tyrosine-protein phosphatase non-receptor type 5 (Homo sapiens), P54829. recombinant STEP, OMFP fluorogenic substrate. inhibition, % at 20 µM. 360,000 compounds, 0.25% hits. AID 588621, 2011;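 active means inhibition at 20 µM, scaled per plate between control wells, above about 37%, limit read from the data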;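 further: 0% = DMSO with enzyme and substrate and 100% = substrate only without enzyme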
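System: STEP phosphatase, cell-free reaction; Buffer or medium: Bis-Tris pH 6.0 buffer with DTT, detergent; Incubation: 20 min at room temperature, dark; Measured by: fluorescence, 480/540 nm.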
DNMT1 inh = human DNMT1 methyltransferase inhibitors, primary screen, biochemical, molecular beacon, fluorescence, HinP1I cleavage, uHTS | AID 588458, 2011 | DNA (cytosine-5)-methyltransferase 1 (Homo sapiens), P26358 | 360,000 compounds, 0.83% hits | inhibition (reported as % activation of signal), % at 10 µM; in the data active means inhibition above about 50%
LMPTP inh = LMPTP phosphatase inhibitors, primary screen, biochemical, fluorescence intensity, uHTS; Low molecular weight phosphotyrosine protein phosphatase (Homo sapiens), P24666; recombinant LMPTP-A, OMFP fluorogenic substrate; inhibition, % at 20 µM; 360,000 compounds, 0.22% hits; AID 651560, 2012;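 active means compounds that cut the enzyme signal by at least half of the control window in the single-dose screen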;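 further: plate controls were DMSO wells with enzyme plus substrate for no effect and substrate without enzyme for full effect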
Target sequence (P24666 whole entry, looked up): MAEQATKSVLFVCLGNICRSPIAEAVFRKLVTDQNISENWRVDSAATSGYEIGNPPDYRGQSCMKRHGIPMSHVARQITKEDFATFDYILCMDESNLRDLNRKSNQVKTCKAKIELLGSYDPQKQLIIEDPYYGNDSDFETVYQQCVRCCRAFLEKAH
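Assay system: LMPTP-A phosphatase enzyme | Input: 0.625 nM enzyme | Also added: Fluorogenic phosphatase substrate OMFP at 400 µM final | Compound dosing: One test concentration per compound, 20 µM, with 3% DMSO overall | Schedule: 50 min enzyme reaction at room temperature, protected from light | Signal: Fluorescence intensity | Benchmarks: no-enzyme and uninhibited controls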
SUMO1 PPI mod = modulators of SUMO1 protein-protein interactions, primary screen, biochemical, uHTS. Small ubiquitin-related modifier 1 (Homo sapiens), P63165. SUMO1 binding to a labelled peptide, TR-FRET, 1 h. inhibition, % at 20 µM. 360,000 compounds, 0.33% hits; in the data active means inhibition above about 37%
Target sequence (P63165 whole entry, looked up): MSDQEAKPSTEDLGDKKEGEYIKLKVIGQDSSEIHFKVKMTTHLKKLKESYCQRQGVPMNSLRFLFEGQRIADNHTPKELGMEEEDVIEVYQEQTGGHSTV
MsrA inh = bovine MsrA enzyme inhibitors, primary screen, biochemical, absorbance, HTS; inhibition, % at 15.5 µM; AID 651718, 2012; purified bovine MsrA, absorbance read-out; Methionine sulfoxide reductase A (Bos taurus); 360,000 compounds, 0.75% hits; in the data active means inhibition above about 4.5%;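 further: 0% = vehicle wells with enzyme and 100% = reference inhibitor wells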
Scp-1 inhibitor = Scp-1 phosphatase inhibitors, primary screen, biochemical, colorimetric, uHTS | Recombinant Scp1, phosphopeptide, malachite green phosphate absorbance | 340,000 compounds, 0.88% hits | AID 493091, 2011 | inhibition, % at 20 µM | Carboxy-terminal domain RNA polymerase II polypeptide A small phosphatase 1 (Homo …;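 active means inhibition above about 50% at 20 µM, limit read from the data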;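 further: plate controls were DMSO wells with enzyme for no effect and wells lacking enzyme for full effect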
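Test system – truncated SCP-1 phosphatase (76-261aa) · Reagent – Phosphorylated 17-residue peptide substrate · Incubation – 45 min room-temperature reaction, 5 min colour, 30 min stabiliser · Detection – colorimetric phosphate reagent with accelerator and stabiliser, absorbance at 630 nm · Measure – % inhibition at 20 µM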
NadD inh = inhibitors of S. aureus NadD, primary screen, biochemical, colorimetric, uHTS | AID 602399, 2012 | Nicotinate-nucleotide adenylyltransferase NadD (Staphylococcus aureus N315) | purified NadD enzyme, colorimetric absorbance read-out | inhibition, % at 20 µM | 360,000 compounds, 0.78% hits; in the data active means inhibition above about 26%; further: some compounds past the cut are filed as inactive
Rpn11 block = Rpn11 (PSMD14) deubiquitinase inhibitors, primary screen, biochemical, fluorescence polarization, uHTS. 26S proteasome non-ATPase regulatory subunit 14 (Homo sapiens), O00487. human 26S proteasome, Ub4-pepOG fluorescence polarization; 20S core pre-blocked with epoxomicin. calls only at 20 µM. 360,000 compounds, 0.59% hits;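 active means inhibition at 20 µM, scaled to each plate's controls, above about 33%, limit read from the data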
Target sequence (O00487 whole entry, looked up): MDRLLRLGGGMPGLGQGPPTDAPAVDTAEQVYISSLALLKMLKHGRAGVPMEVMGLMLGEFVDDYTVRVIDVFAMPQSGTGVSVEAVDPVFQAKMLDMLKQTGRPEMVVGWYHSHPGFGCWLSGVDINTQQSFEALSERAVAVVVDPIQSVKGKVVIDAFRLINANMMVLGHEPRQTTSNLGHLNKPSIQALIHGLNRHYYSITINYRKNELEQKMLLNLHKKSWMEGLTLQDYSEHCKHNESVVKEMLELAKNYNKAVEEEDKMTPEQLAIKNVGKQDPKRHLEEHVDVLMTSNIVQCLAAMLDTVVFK
Active calls of the source: *; i = inactive; · = no result given. No enrichment for hits; about 3.9% have a hit in one of these screens.

| SMILES | Tb MetRS inh | CSN deneddyl inh | STEP inh | DNMT1 inh | LMPTP inh | SUMO1 PPI mod | MsrA inh | Scp-1 inhibitor | NadD inh | Rpn11 block |
| --- | --- | --- | --- | --- | --- | --- | --- | --- | --- | --- |
| CC1(C(=O)NS(=O)(=O)c2ccccc2Cl)CCN1C(=O)CCc1ccccc1 (configuration not stated) | -0.2 | -4 | 0 | 2 | -1.5 | 15 | 0.8 | · | 1 | i |
| O=C(NCc1ccccc1F)C1CCCN(S(=O)(=O)c2ccc(-n3cnnn3)cc2)C1 (configuration not stated) | -1.4 | 4 | -2 | -1 | -0.7 | 4 | 0.1 | 12 | -4 | i |
| COc1ccc2c(c1)C(=O)/C(=C/C=C/c1ccccc1)CC2 | 0.0 | -2 | 3 | 0 | 0.9 | -3 | -0.1 | -11 | 3 | i |
| CN1C(=O)C2C=CC1C1C(=O)N(c3ccccc3)C(=O)C21 (configuration not stated) | 0.2 | 1 | -2 | 0 | -0.6 | -4 | 0.8 | -7 | -4 | i |
| O=C1C2C3C=CC(C2C(=O)N1c1ccccc1O)C1C2C(=O)N(c4ccccc4O)C(=O)C2C31 (configuration not stated) | -0.3 | -4 | 4 | 1 | -0.5 | 4 | 0.0 | -6 | 2 | i |
| Cc1cc(C(C)(C)C)cc(C)c1Cn1c2[n+](c3ccc(C(F)(F)F)cc31)CCCCC2 | -0.7 | 1 | 0 | 16 | -0.5 | -19 | -1.2 | 66* | 20 | i |
| COc1ccc(-n2c(=O)[nH]c3cc(C(=O)NCCc4ccc(OC)c(OC)c4)ccc3c2=O)c(OC)c1 | -0.5 | 0 | 1 | -1 | -1.1 | 1 | 0.8 | -12 | 5 | i |
| N#Cc1cnc2sc3ccccc3n2c1=N | -0.4 | -2 | 2 | 5 | 0.4 | -4 | 3.0 | -2 | 6 | i |
| Cc1cc(C)cc(NC(=O)CSc2nnc(CNC(=O)c3ccco3)o2)c1 | -0.7 | 7 | 0 | 3 | -0.9 | -1 | 0.6 | 0 | -1 | i |
| COc1ccc(C(CNC(=O)c2ccc(S(=O)(=O)N(C)C)cc2)N2CCCC2)cc1 (configuration not stated) | -0.7 | 1 | 1 | -7 | 0.3 | -3 | 0.1 | -3 | -6 | i |
| COCCn1c(SCC(=O)Nc2cccc(F)c2)nc2c([nH]c3ccccc32)c1=O | -0.1 | 4 | 3 | 43 | 1.0 | 5 | -0.4 | -2 | 5 | i |
| COC(=O)C(N)Cc1ccc(O)cc1 (configuration not stated) | -0.3 | -1 | -3 | 4 | -1.2 | 1 | -0.2 | -5 | -1 | i |
| Cc1ccc(-n2nc(-c3ccco3)cc2C(=O)NCc2cccnc2)cc1 | 0.1 | 5 | 8 | -7 | 7.8 | 0 | 1.7 | 6 | 14 | i |
| Clc1ccc(CNc2ccccn2)cc1 | 0.4 | -6 | 0 | 0 | -0.1 | 7 | -1.5 | -7 | -5 | i |
| O=C(CSc1nnc(CNC(=O)c2c(F)cccc2F)o1)NCc1ccccc1 | -0.1 | -1 | -1 | -1 | -1.0 | 3 | -0.4 | -2 | 1 | i |
| CCC(C)(C)n1nnnc1C(c1ccc(OC)c(OC)c1)N1CCN(c2cccc(OC)c2)CC1 (configuration not stated) | -1.9 | 4 | 0 | 2 | 0.5 | 1 | -0.3 | 2 | 3 | i |
| COC(=O)CSc1ccc(C#N)c(SCC(=O)OC)c1 | 0.0 | 0 | 0 | 1 | 1.4 | 0 | 0.0 | 1 | -5 | i |
| Cc1nn(-c2ccccc2)c(C)c1C(=O)OCC(=O)N1CCN(S(=O)(=O)c2ccccc2)CC1 | -1.0 | -5 | 0 | -3 | -0.2 | 0 | 0.5 | -5 | 5 | i |
| CCCNC(=O)C1(C)CCN(Cc2csc3ccccc23)C1 (configuration not stated) | -0.1 | 0 | -4 | 3 | 2.7 | 0 | -1.9 | · | -2 | i |
| CCOC(=O)c1ccccc1NC(=O)Cn1c(=O)n(Cc2ccccc2)c(=O)c2c(C)c(C)sc21 | -0.7 | 4 | 1 | -3 | 1.0 | -2 | 0.1 | -10 | 3 | i |
| O=C(c1ccccc1)c1n[nH]c(-c2ccccc2)cc1=O | 0.2 | -1 | 1 | -6 | -1.3 | 0 | -0.4 | -7 | -1 | i |
| CCCC(=O)Nc1nnc(Cc2ccccc2)s1 | -0.2 | 0 | -3 | 0 | -1.6 | 0 | -0.5 | -8 | -4 | i |
| COc1ccc(NC(=O)CSc2nnc(Cc3cccn3C)n2CCc2ccccc2)c(OC)c1 | -1.2 | 5 | -1 | -2 | 0.0 | 0 | · | 5 | 1 | i |
| Cc1nc(SCC(=O)NCc2ccccc2)c2oc3ccccc3c2n1 | -1.1 | 20 | 4 | 0 | -1.1 | -186 | -0.4 | -15 | -3 | i |
| Cc1ccc(Cn2nnc3c(=O)n(Cc4ccccc4C)cnc32)cc1 | 0.1 | 1 | -4 | 12 | -1.5 | 15 | 1.1 | -3 | -1 | i |
| CC1=NOC2(C1)N(C)c1ccccc1C2(C)C (configuration not stated) | -0.5 | -2 | -2 | 4 | -1.9 | 3 | 2.7 | -4 | -4 | i |
| O=C(NCc1ccccn1)c1ccc(Cn2cc(Br)cn2)o1 | 1.2 | 0 | 0 | 0 | -1.4 | -1 | -0.5 | -4 | 4 | i |
| CCC1CCCCN1CCCNC(=O)c1ccc(N2CCCC2=O)cc1 (configuration not stated) | 0.0 | 4 | 0 | -2 | 0.2 | 1 | 0.2 | -5 | -1 | i |
| COc1nc(N)nc(NC(=O)c2cccs2)c1N=O | -1.0 | 6 | 0 | 2 | -0.9 | 6 | 1.6 | -10 | -3 | i |
| CC1CC(C)CN(C(=O)COC(=O)c2ccc(S(=O)(=O)N(C)c3ccccc3)cc2)C1 (configuration not stated) | -0.2 | 0 | 1 | -2 | 0.7 | 6 | 1.0 | -2 | -4 | i |
| CCN(CC)CCN1C(=O)C(O)=C(C(=O)c2cc3cccc(OC)c3o2)C1c1ccc(F)cc1 (configuration not stated) | -0.3 | 1 | -2 | 0 | 3.6 | -3 | 0.1 | -4 | 6 | i |
| O=C(NCc1ccco1)C1CCN(C(=O)c2ccc([N+](=O)[O-])cc2)CC1 | -1.0 | 2 | 0 | 2 | -0.5 | -32 | -0.4 | -2 | -9 | i |
| Cc1cc(-c2nn(C)c(=O)c3ccccc23)ccc1CNC(=O)NC1CCCCC1 | -0.2 | 4 | 2 | -4 | -0.2 | -7 | 0.7 | -6 | 6 | i |
| Cc1ccccc1-n1nc2c(c1NC(=O)c1c(-c3ccccc3Cl)noc1C)CSC2 | -0.8 | -2 | -11 | -1 | 2.1 | 16 | -0.5 | -10 | 63* | i |
| CCCNC(=S)N1CC2(C)CN(C(=O)C(=O)OCC)CC(C)(C1)C2=O | 0.2 | 4 | -1 | 2 | -1.3 | 5 | 0.5 | -2 | 2 | i |
| Cc1ccc(S(=O)(=O)NCCC(c2ccccc2)c2ccco2)cc1 (configuration not stated) | -0.9 | -16 | -2 | 1 | -0.3 | 1 | 0.6 | -2 | -7 | i |
| COc1ccc(OCc2cc(C(=O)N(C)Cc3nnc(C)o3)no2)c(Cl)c1 | 1.9 | -4 | 1 | 3 | -0.4 | 5 | 1.7 | -3 | 0 | i |
| C=CCOc1cccc(C(=O)NC(c2ccccc2)C(C)C)c1 (configuration not stated) | 2.2 | -1 | 3 | 9 | -0.2 | -2 | 0.0 | -12 | -9 | i |
| COc1cccc(NC(=O)C2CCN(S(=O)(=O)c3ccc(N4CCCC4=O)cc3)CC2)c1 | 1.2 | -4 | 4 | 0 | -0.1 | 2 | 0.2 | · | -5 | i |
| COc1ccc(-c2oc3ccc(-c4ccc5c(c4)OCO5)cc3c2-c2ccc(OC)nc2)cc1 | -0.5 | -1 | 2 | 0 | -0.1 | -13 | -0.2 | 6 | 20 | i |
| COc1ccc(NC2c3ccccc3C(=O)N2c2ccccn2)cc1 (configuration not stated) | -0.8 | -4 | 1 | -2 | 0.2 | 3 | 0.0 | -4 | -3 | i |
| O=C(O)c1ccc(N2C(=O)c3cccc4cccc(c34)C2=O)cc1 | -1.1 | -5 | -2 | 0 | -2.3 | -22 | 2.0 | -6 | -2 | i |
| COc1ccc(N2CCN(CC(O)COc3ccccc3[N+](=O)[O-])CC2)cc1 (configuration not stated) | -0.4 | 0 | 1 | 1 | 0.0 | -9 | -0.6 | -3 | 4 | i |
| CN(C)c1ccc(/C=N/NC(=O)c2nonc2N)cc1[N+](=O)[O-] | -0.4 | 8 | 0 | 6 | -0.4 | -28 | 4.9* | -7 | 1 | i |
| CCCCn1c(C)cc(C)c(S(=O)(=O)c2ccccc2C)c1=O | -2.3 | -5 | 4 | -3 | 2.3 | 1 | 0.3 | -10 | -7 | i |

Whole records, looked up by structure. Screens in order: Tb MetRS inh | CSN deneddyl inh | STEP inh | DNMT1 inh | LMPTP inh | SUMO1 PPI mod | MsrA inh | Scp-1 inhibitor | NadD inh | Rpn11 block
`COc1ccc(N2CCN(CC(O)COc3ccccc3[N+](=O)[O-])CC2)cc1` (configuration not stated) is listed as -0.4 | 0 | 1 | 1 | 0.0 | -9 | -0.6 | -3 | 4 | i
`CCCCn1c(C)cc(C)c(S(=O)(=O)c2ccccc2C)c1=O` is listed as -2.3 | -5 | 4 | -3 | 2.3 | 1 | 0.3 | -10 | -7 | i

Screens: PubChem, several laboratories
